OX1R antag-1: OX1R (human) antagonism. O43613. AID 485270. 330,000 tested, 1.8% active. OX1R-expressing cells, FRET antagonist read-out. inhibition, % at 6.6 µM; in the data active = inhibition mostly above about 38%, no sharp cut-off; inactive = mostly below about 40%;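 also: 0% = agonist challenge alone and 100% = reference antagonist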
Target sequence (O43613 whole entry, looked up): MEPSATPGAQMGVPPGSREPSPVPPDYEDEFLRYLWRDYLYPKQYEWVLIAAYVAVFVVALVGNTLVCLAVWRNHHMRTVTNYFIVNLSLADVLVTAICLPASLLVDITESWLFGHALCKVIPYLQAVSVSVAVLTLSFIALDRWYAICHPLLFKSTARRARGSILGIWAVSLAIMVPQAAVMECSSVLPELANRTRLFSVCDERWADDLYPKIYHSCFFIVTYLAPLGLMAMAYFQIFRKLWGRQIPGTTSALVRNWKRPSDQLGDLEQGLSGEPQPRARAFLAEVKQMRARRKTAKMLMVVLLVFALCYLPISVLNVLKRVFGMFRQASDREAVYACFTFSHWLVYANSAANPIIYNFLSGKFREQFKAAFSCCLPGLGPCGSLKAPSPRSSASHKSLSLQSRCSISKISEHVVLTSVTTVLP
OX1R antag-2: human HCRTR1 antagonism. inhibition, % at 5 µM. AID 434989. CHO/OX1R cells, Fluo-8 calcium fluorescence, orexin A. 330,000 tested, 0.43% active. O43613;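 active = inhibition above its plate's threshold, mean inhibition of all tested compounds on the plate plus 3 SD, cut at about 37% in these data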;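 also: 0% = orexin A challenge wells and 100% = SB-334867-A antagonist wells; not every result past the cut was called active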
* marks the source's active call; other numbers are inactive results.

| molecule | OX1R antag-1 | OX1R antag-2 |
| --- | --- | --- |
| CN(C)CCN(C(=O)c1ccc(S(=O)(=O)N(C)c2ccccc2)cc1)c1nc2cc3c(cc2s1)OCCO3 | -2 | -9 |
| COc1ccc(C2SCC(C(=O)NCc3ccc(F)cc3)N2C(C)=O)cc1 (centres undefined) | 17 | -21 |
| Cc1cc(C)c(C)c(S(=O)(=O)N2CCN(C(=O)CNC(=O)c3ccco3)CC2)c1C | 5 | -29 |
| COc1ccc(C(C(=O)NC(C)(C)C)N(Cc2ccco2)C(=O)CCC(=O)Nc2cc(C)on2)cc1 (centres undefined) | 21 | -18 |
| COC(=O)Cn1c(CN2CCN(c3ccc(F)cc3)CC2)nc2c1c(=O)n(C)c(=O)n2C | 7 | -24 |
| Cc1cc(=O)[nH]c(SCC(=O)N2CCc3ccccc3C2)n1 | 3 | -16 |
| CCCCNC(=O)c1onc(CSc2ccncc2)c1C(=O)NCCCC | 22 | -44 |
| CC(C(=O)Nc1cc(Cl)cc(Cl)c1)N1CCCC1 (centres undefined) | 6 | -17 |
| CN(c1ccccc1)S(=O)(=O)c1cccc(Cl)c1Cl | 31 | -19 |
| O=C1c2ccccc2C(=O)N1CCCCN(C(=O)c1ccc([N+](=O)[O-])cc1)c1ccc(Cl)cc1 | 31 | -11 |
| COc1ccc(NC(=S)Nc2ccc(OCc3ccccc3)cc2)c(OC)c1 | 14 | -25 |
| O=C(Nc1nnc(C2=COCCO2)o1)c1cccc(Br)c1 | 30 | -20 |
| O=C1NC(c2ccccc2O)Nc2ccccc21 (centres undefined) | 8 | -13 |
| c1ccc(-c2onc3c2CCCC3)cc1 | 14 | -13 |
| CC1CCCCC12NC(=O)N(CC(=O)OCc1ccccc1F)C2=O (centres undefined) | 2 | -24 |
| CCOc1ccccc1CN1CCC(Oc2cccc(C(=O)NCCOC)c2)CC1 | 14 | -21 |
| C/C(CC(=O)Nc1ccccn1)=N\NC(=O)c1ccccc1O | 39 | -19 |
| O=C(Nc1cc(S(=O)(=O)N2CCOCC2)ccc1N1CCCC1)c1cnccn1 | 15 | -2 |
| Cc1ccc(S(=O)(=O)N2CCC(C(=O)C3C(=O)CCCC3=O)CC2)cc1 | -13 | -20 |
| COC(=O)c1ccc(OCC2NCCc3cc(OC)c(OC)cc32)cc1 (centres undefined) | 4 | -12 |
| Cc1cc(OCC(F)(F)C(F)(F)C(F)(F)C(F)F)nc(N)n1 | 27 | -7 |
| O=C(CCc1nnc2n(Cc3ccc(Cl)cc3)c(=O)c3ccccc3n12)NCCN1CCCC1 | 4 | -11 |
| Cc1ccc(S(=O)(=O)Nc2ccc(S(=O)(=O)Nc3cc(C)nc(C)n3)cc2)cc1 | 6 | -19 |
| CN1CCN(c2ccc(NC(=O)c3cc(S(N)(=O)=O)ccc3N3CCOCC3)cc2)CC1 | 0 | 4 |
| O=C(N1CCOCC1)N1c2ccccc2CC(N2CCOCC2)c2ccccc21 (centres undefined) | 26 | -6 |
| COc1cc(C(=O)Nn2cnnc2)ccc1OC(F)F | 10 | -14 |
| COc1ccc(-n2nc(C(=O)NCC(=O)NCCCN3CCC(C)CC3)c3ccccc3c2=O)cc1Cl | 17 | -45 |
| CCN(CC)C(=O)CSc1nnc(SCc2ccc(Cl)cc2)s1 | 0 | -28 |
| CC/C(=N\NC(=O)c1cccnc1)c1ccc2c(c1)OCCO2 | 8 | -15 |
| O=C(COC(=O)c1cccc(S(=O)(=O)Nc2ccc(F)cc2)c1)NCCN1C(=O)CSC1=O | 9 | -24 |
| N#C/C(=C\c1ccc(N2CCOCC2)o1)C(=O)NC1CCCCC1 | 34 | 1 |
| Nc1nnc(SCC(=O)Nc2nnc(-c3ccccc3)o2)s1 | -5 | -2 |
| Cc1ccc(C(=O)NCC(=O)N2CCCCCCC2)cc1 | 1 | -37 |
| C=Cn1cc[n+](CC(=O)c2ccc(C)cc2)c1 | 10 | -6 |
| Cc1cc(C)cc(N(CCC#N)C(=O)COC(=O)CNC(=O)c2sc3ccccc3c2Cl)c1 | 12 | -21 |
| COc1ccc([C@H]2CC(=O)C=C(/C=C/Cc3ccccc3)C2)cc1 | 5 | -9 |
| COc1ccc(OC)c(-c2csc(NC(=O)Cc3ccccc3OC)n2)c1 | 40 | -20 |
| C=CCNC(=S)N/N=C/c1cn(-c2ccccc2)nc1-c1ccc(OC)cc1 | 13 | -22 |
| CCOC(=O)c1c(NC(=O)CSc2ncn[nH]2)sc(C)c1C | -7 | -20 |
| O=c1c2c(ncn2C2CCCC2)n(Cc2ccccc2)c(=O)n1CCOc1ccccc1 | 10 | -22 |
| CC1CN(C(=O)c2ccc(Oc3ccccc3)cc2)CC(C)O1 (centres undefined) | 26 | -12 |
| O=c1c2c(n3nnnc3n1-c1ccccc1)-c1ccccc1CC21CCCC1 | 14 | -17 |
| CCN(Cc1ccccc1)C(=O)Cc1ccc(OC)c(S(=O)(=O)N2CCOCC2)c1 | 19 | -29 |
| O=C(Nc1cccc(Br)c1)/C(=C\c1cccnc1)NC(=O)c1ccco1 | 16 | -8 |
| CNC(=O)Nc1ccc2nc(C)oc2c1 | 11 | -7 |
| Cn1cccc1C(=O)Nc1ccc(Cl)c(S(=O)(=O)N2CCCCC2)c1 | 8 | -12 |
| COc1cc(CNS(=O)(=O)CCl)cc(OC)c1OC | 2 | 9 |
| COc1ccc(NC(=O)CSCC(=O)N(C)Cc2ccc3c(c2)OCCO3)cc1 | 3 | -15 |
| CC(C)C[C@H](NC(=O)N1CCn2c1nc1ccccc12)C(=O)NCCc1ccccc1 | 0 | -24 |
| CC(C)CC1=NC(C(F)(F)F)(C(F)(F)F)c2c(n(CC(C)C)c(=O)[nH]c2=O)N1 | 5 | 0 |

The list goes on:
| molecule | OX1R antag-1 | OX1R antag-2 |
| --- | --- | --- |
| CC(=O)Nc1ccc(S(=O)(=O)Nc2ccccc2C(=O)NCc2cccnc2)cc1 | 7 | -20 |
| COC(=O)c1cc(S(=O)(=O)NCc2cccs2)c[nH]1 | 4 | -2 |
| O=C(CCC(=O)c1cccs1)Nc1nnc(C2CC2)s1 | -6 | -18 |
| Brc1ccc(CSc2nccn2-c2ccccc2)cc1 | 35 | -12 |
| CC(C)NC(=O)Nc1ccc2c(c1)C(=O)N([C@H](C)CO)C[C@H](C)[C@@H](CN(C)S(=O)(=O)c1cccs1)O2 | 12 | -3 |
| COc1cc(OC)cc(-c2cc3nc(C)c(CCC(=O)Nc4nc(C)cs4)c(C)n3n2)c1 | 5 | -18 |
| CN(C(=O)CC1C(=O)NCCN1Cc1ccc(F)cc1)C1CCOCC1 (centres undefined) | 12 | -14 |
| O=C(c1ccc2ncsc2c1)N1CCN(c2nc3ccccc3s2)CC1 | 11 | -23 |
| CCC(c1nnc(SCC(=O)Nc2c(F)cccc2F)n1Cc1ccccc1)N(C)C (centres undefined) | 28 | -17 |
| COc1ccc(NC(=O)COC(=O)c2ccc(OCc3ccc(Cl)cc3Cl)c(OC)c2)c(OC)c1 | 1 | -29 |
| O=C(O)c1cc2ncc(CCO)cn2n1 | 14 | -19 |
| O=C(COC(=O)c1cc(Cl)ccc1O)Nc1ccccc1C(=O)NC1CC1 | 7 | 2 |
| N#Cc1cn(CCOC(=O)c2cccc(C(F)(F)F)c2)c(=O)[nH]c1=O | 14 | -11 |
| Cc1ccc(S(=O)(=O)N2[C@@H](c3ccccc3F)C(C(=O)O)=CC[C@H]2c2ccc(C(C)C)cc2)cc1 | 39 | 19 |
| CC(CCc1ccccc1)NC(=O)/C=C/c1ccc(F)cc1 (centres undefined) | 35 | -19 |
| C=CCn1c(CSc2nc3ccccc3s2)n[nH]c1=S | 23 | -13 |
| O=C1COc2ccc(C(=O)COC(=O)c3sc4ccccc4c3Cl)cc2N1 | 14 | -9 |
| COc1ccccc1C(=O)Nc1ccnn1C1CCN(Cc2cn(C)c3ccccc23)CC1 | 11 | -25 |
| O=C(O)C1C2C=CC(C2)C1C(=O)NCc1ccc(Cl)c(Cl)c1 (centres undefined) | 15 | -1 |
| O=c1c2ccccc2c(=O)n(Cc2ccccc2)n1Cc1ccccc1 | 19 | -41 |
| COC(=O)c1ccc(Oc2coc3cc(OCc4ccc([N+](=O)[O-])cc4)ccc3c2=O)cc1 | 10 | 1 |
| Cc1c(NS(=O)(=O)c2ccc(Cl)c(C(=O)OCC(=O)NCc3ccco3)c2)c(=O)n(-c2ccccc2)n1C | 10 | -13 |
| Cc1ccc(C(=O)NNc2nc3ccccc3nc2C(F)(F)F)cc1 | 22 | -32 |
| O=C(CSc1nnnn1-c1ccccc1F)Nc1nc2ccccc2s1 | -1 | -7 |
| Cc1cccc(NS(=O)(=O)c2cccc(C(=O)NCC3(N4CCCCC4)CCCCC3)c2)c1 | 25 | -27 |
| O=C(COC(=O)c1cccc(S(=O)(=O)N2CCOCC2)c1)Nc1ncc(Cl)cc1Cl | 8 | -19 |
| Cc1cc(OCC(=O)N[C@@H](Cc2ccccc2)c2nc3ccccc3[nH]2)ccc1Cl | 46 | 7 |
| CCCCCC(=O)N1CCCC(c2nc(-c3ccc(OC)cc3)no2)C1 (centres undefined) | 27 | -31 |
| O=[N+]([O-])c1ccc2c(c1)C(N1CCOCC1)/C(=C/COc1ccc(Cl)cc1Cl)O2 (centres undefined) | 39 | -21 |
| COc1ccc(/C=C2\OC(=S)N(C)C2=O)cc1 | 15 | 1 |
| Cc1cc(C(F)(F)F)n2ncc(-c3cccc(Br)c3)c2n1 | 11 | -7 |
| COc1ccc(CC(=O)NNC(=O)c2ccc(Br)s2)cc1OC | 6 | -4 |
| CSc1ccc(CNCC2CCCO2)cc1 (centres undefined) | 11 | -9 |
| CCN(C(=O)COC(=O)/C=C/c1c(C)nn(Cc2ccc(C)cc2)c1C)C1CCS(=O)(=O)C1 (centres undefined) | 17 | -18 |
| O=C(Oc1ccc(F)c(F)c1)c1ccc2c(=O)n3c(nc2c1)CCC3 | 19 | -12 |
| O=C(Nc1ccc(Cl)c([N+](=O)[O-])c1)c1ccc(NCCCN2CCOCC2)c([N+](=O)[O-])c1 | 24 | 1 |
| CCOC(=O)c1c(C)[nH]c(C)c1C(=O)COC(=O)c1sccc1C | 16 | 9 |
| Cc1ccccc1N=Nc1ccc(O)c2ncccc12 | 13 | 26 |
| O=C(C[C@H]1C/C=C\CC[C@H](Cc2ccc(F)cc2)C(=O)O[C@@H](c2ccccc2)CNC1=O)N[C@@H](CO)Cc1ccccc1 | 10 | -11 |
| CC(O)[C@H]1CN=C(N)N1CCc1cc(C(F)(F)F)cc(C(F)(F)F)c1 (some centres undefined) | 19 | 1 |
| Cc1cc(=O)[nH]c(N=N/C(=N/Nc2ccccc2C)c2ccccc2)n1 | 14 | -11 |
| O=C(COC(=O)CNC(=O)C1CCCCC1)NCc1ccccc1 | 1 | 12 |
| Cc1nn(-c2ccccc2)c(Cl)c1/C=N/NS(=O)(=O)c1ccc(Br)cc1 | -2 | -6 |
| CCN(Cc1ccc2c(c1)OCCO2)C(=O)CSc1nc(C)nc2sc(C)c(C)c12 | 17 | -2 |
| O=C(CN(Cc1ccccc1)C(=O)CNS(=O)(=O)c1ccccc1)NCC1CCCO1 (centres undefined) | 19 | -18 |
| COc1ccc(N2CCN(C3CCN(S(=O)(=O)c4ccc(F)cc4)CC3)CC2)cc1 | 3 | -20 |
| CCOc1cccc2sc(N(CCN(CC)CC)C(=O)c3cccc([N+](=O)[O-])c3)nc12 | 18 | -5 |
| CCOC(=O)N1CCC(NC(=O)C2CCCN(S(=O)(=O)c3cccc4nsnc34)C2)CC1 (centres undefined) | 35 | -44 |
| COc1ccc(C(=O)/C=C/c2ccc(OC3CSC3)cc2)cc1 | 26 | -24 |
| CC(=O)NC(CCS(C)(=O)=O)C(=O)Nc1ccc(F)cc1Cl (centres undefined) | 0 | -13 |

Additional records:
| molecule | OX1R antag-1 | OX1R antag-2 |
| --- | --- | --- |
| O=CC1=C(c2ccccc2)Oc2ccccc2O1 | -2 | -4 |
| CCN(CC)c1ccc(/C=C/c2cccc[n+]2C)c(OC)c1 | 65 | 25 |
| Cc1ccc(Cn2c(C(=O)NCCCN3CCOCC3)cc3sccc32)cc1 | 17 | -32 |
| Cc1cc2cc(CN(Cc3ccco3)C(=O)C3CCCCC3)c(=O)[nH]c2cc1C | 26 | -22 |
| CCCCCCC#Cc1ccc2c(c1)COc1c3ccccc3nn1-2 | 15 | -17 |
| O=C1CCCCCN1Cc1nnc(SCc2nc3ccccc3s2)n1-c1ccccn1 | 16 | -31 |

By substructure: the entries above containing two or more sulfur atoms (15)
| molecule | OX1R antag-1 | OX1R antag-2 |
| --- | --- | --- |
| CN(C)CCN(C(=O)c1ccc(S(=O)(=O)N(C)c2ccccc2)cc1)c1nc2cc3c(cc2s1)OCCO3 | -2 | -9 |
| Cc1ccc(S(=O)(=O)Nc2ccc(S(=O)(=O)Nc3cc(C)nc(C)n3)cc2)cc1 | 6 | -19 |
| CCN(CC)C(=O)CSc1nnc(SCc2ccc(Cl)cc2)s1 | 0 | -28 |
| O=C(COC(=O)c1cccc(S(=O)(=O)Nc2ccc(F)cc2)c1)NCCN1C(=O)CSC1=O | 9 | -24 |
| Nc1nnc(SCC(=O)Nc2nnc(-c3ccccc3)o2)s1 | -5 | -2 |
| CCOC(=O)c1c(NC(=O)CSc2ncn[nH]2)sc(C)c1C | -7 | -20 |
| COC(=O)c1cc(S(=O)(=O)NCc2cccs2)c[nH]1 | 4 | -2 |
| O=C(CCC(=O)c1cccs1)Nc1nnc(C2CC2)s1 | -6 | -18 |
| CC(C)NC(=O)Nc1ccc2c(c1)C(=O)N([C@H](C)CO)C[C@H](C)[C@@H](CN(C)S(=O)(=O)c1cccs1)O2 | 12 | -3 |
| O=C(c1ccc2ncsc2c1)N1CCN(c2nc3ccccc3s2)CC1 | 11 | -23 |
| C=CCn1c(CSc2nc3ccccc3s2)n[nH]c1=S | 23 | -13 |
| O=C(CSc1nnnn1-c1ccccc1F)Nc1nc2ccccc2s1 | -1 | -7 |
| CCN(Cc1ccc2c(c1)OCCO2)C(=O)CSc1nc(C)nc2sc(C)c(C)c12 | 17 | -2 |
| CCOC(=O)N1CCC(NC(=O)C2CCCN(S(=O)(=O)c3cccc4nsnc34)C2)CC1 (centres undefined) | 35 | -44 |
| O=C1CCCCCN1Cc1nnc(SCc2nc3ccccc3s2)n1-c1ccccn1 | 16 | -31 |
